From PubChem BioAssay
C diff HTS: C. difficile growth inhibition; actives 0.25% (n = 86,000); Clostridium difficile clinical isolate growth, OD600, 24 h; hits give low values; growth activity, negative = inhibition, % at 16 µg/mL (by protocol);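 active means mean growth activity at or below -80% and every replicate also at or below -80%; inconclusive means mean at or below -80% but some replicate above -80%; inactive means mean growth activity above -80%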;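 further: 0% = DMSO wells and -100% = levofloxacin 16 µg/mL wells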
Pf Dd2 growth: P. falciparum Dd2 growth inhibition; actives 2.3% (n = 94,000); SYBR Green, 72 h; hits give low values; activity change, % at 10 µM; in the data active means activity change below about -80%; inconclusive means no clear call, values can overlap the other calls
Tcruzi prolif: T. cruzi proliferation inhibition. AID 624255. T. cruzi beta-gal in NIH3T3, GalScreen luminescence, 90 h. actives 5.9% (n = 77,000). inhibition, % at 8.34 µM;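 active means mean inhibition above about 93%, with at least 55% of replicates each passing it, limit read from the data, passing the limit was not always enough; inconclusive means only one of those two conditions holds; inactive means neither condition holds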
KDM4C inh: KDM4C (human) demethylase inhibition. actives 0.15% (n = 96,000). inhibition, % at 12.5 µM. AID 720574. GST-KDM4C 2-372, H3K9me3 peptide, LANCE TR-FRET;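 active means mean replicate inhibition above about 25%, with at least 55% of replicates also reaching it, limit read from the data, passing the limit was not always enough; inconclusive means only one of those two conditions met; inactive means neither condition met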
Target sequence (Q9H3R0 2-372 limits assumed): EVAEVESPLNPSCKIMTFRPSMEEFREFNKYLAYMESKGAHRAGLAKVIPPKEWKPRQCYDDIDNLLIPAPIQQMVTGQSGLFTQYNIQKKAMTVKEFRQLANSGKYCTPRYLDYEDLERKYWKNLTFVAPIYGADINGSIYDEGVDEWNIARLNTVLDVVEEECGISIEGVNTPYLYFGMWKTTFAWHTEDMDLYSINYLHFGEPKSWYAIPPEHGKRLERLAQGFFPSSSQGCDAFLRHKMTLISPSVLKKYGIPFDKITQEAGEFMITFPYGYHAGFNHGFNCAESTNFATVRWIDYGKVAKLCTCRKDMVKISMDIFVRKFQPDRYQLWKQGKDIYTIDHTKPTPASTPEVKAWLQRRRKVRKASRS
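System: N-terminal GST-fused human GASC-1 (KDM4C) fragment, residues 2-372; amount: enzyme final amount 10 nM; incubation: reaction 30 min RT, detection step 1 h RT; medium: HEPES buffer, pH 7.5, plus ascorbate; technique: LANCE TR-FRET, Eu antibody, ULight-streptavidin, EDTA, ex 340 nm, em 618/671 nm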
* marks the source's active call; other numbers are inactive results; ? = inconclusive; nt = not tested or not shown; & = joins results of further samples.

SMILES,C diff HTS,Pf Dd2 growth,Tcruzi prolif,KDM4C inh
C[C@@H]1CCCCO[C@@H](CN(C)C(=O)Nc2ccc(F)cc2)[C@H](C)CN([C@@H](C)CO)C(=O)c2cc(NS(=O)(=O)c3ccccc3)ccc2O1,8,-33,71,-2.5
C[C@H](CO)N1C[C@H](C)[C@@H](CN(C)C(=O)Nc2cccc3ccccc23)Oc2c(NC(=O)c3ccncc3)cccc2C1=O,7,17,4,1.0
CNC[C@@H]1Oc2c(NS(=O)(=O)c3ccc(C)cc3)cccc2C(=O)N([C@H](C)CO)C[C@@H]1C,3,31,-17,0.5
CCCC#Cc1cnc2c(c1)C(=O)N([C@@H](C)CO)C[C@H](C)[C@@H](CN(C)C(=O)c1ccc(F)cc1)O2,-7,-32,36,-0.4
Cc1ccc(S(=O)(=O)N(C)C[C@H]2Oc3c(NC(=O)C4CC4)cccc3C(=O)N([C@H](C)CO)C[C@H]2C)cc1,-2,20,-22,-0.9
CO[C@H]1CN(C)C(=O)c2ccc(NS(=O)(=O)c3c(C)noc3C)cc2OC[C@@H](C)NC[C@@H]1C,nt,16,-4,-1.0
COc1ccccc1-c1cn(CC[C@@H]2CC[C@H](NC(=O)c3cnccn3)[C@@H](CO)O2)nn1,-4,-2,4,-0.4
O=C(C[C@@H]1CC[C@H]2[C@@H](COC[C@H](O)CN2C(=O)c2cnccn2)O1)N1CCN(c2ccccc2)CC1,-4&-5,21,27,7.9
O=C(C[C@@H]1CC[C@@H](NC(=O)C2CC2)[C@H](CO)O1)NCc1ccccc1Cl,2,8,nt,-1.9
COc1ccc(S(=O)(=O)N(C)C[C@@H]2Oc3ncc(/C=C/c4ccccc4)cc3C(=O)N([C@@H](C)CO)C[C@@H]2C)cc1,2,-78,nt,-5.9
CO[C@H]1CN(C)C(=O)c2ccc(NC(=O)c3ccccc3F)cc2OC[C@@H](C)N(C(=O)c2ccccc2F)C[C@H]1C,nt,-21,-16,-1.1
CN(C)C(=O)C[C@@H]1CC[C@H]2[C@@H](COc3ccc(NC(=O)C4CCOCC4)cc3C(=O)N2C)O1,0,4,-41,3.5
C[C@@H]1CN([C@H](C)CO)C(=O)c2cc(-c3cccc(F)c3)cnc2O[C@@H]1CN(C)S(=O)(=O)c1cccc(F)c1,nt,-16,44,-0.7
Cc1noc(C)c1S(=O)(=O)N(C)C[C@@H]1OCCCC[C@H](C)Oc2ccc(NC(=O)CCCN(C)C)cc2C(=O)N([C@H](C)CO)C[C@H]1C,-1,38,nt,1.7
CC=Cc1ccc2n(c1=O)C[C@H]1[C@H](CO)[C@@H](C(=O)N[C@@H](C)c3ccccc3)[C@@H]2N1Cc1ccccc1 (mixture of isomers),-9,13,nt,1.1

An excerpt from above in order of the KDM4C inh value, smallest number first:
SMILES	KDM4C inh
Cc1ccc(S(=O)(=O)N(C)C[C@H]2Oc3c(NC(=O)C4CC4)cccc3C(=O)N([C@H](C)CO)C[C@H]2C)cc1	-0.9
COc1ccccc1-c1cn(CC[C@@H]2CC[C@H](NC(=O)c3cnccn3)[C@@H](CO)O2)nn1	-0.4
CNC[C@@H]1Oc2c(NS(=O)(=O)c3ccc(C)cc3)cccc2C(=O)N([C@H](C)CO)C[C@@H]1C	0.5
C[C@H](CO)N1C[C@H](C)[C@@H](CN(C)C(=O)Nc2cccc3ccccc23)Oc2c(NC(=O)c3ccncc3)cccc2C1=O	1.0
Cc1noc(C)c1S(=O)(=O)N(C)C[C@@H]1OCCCC[C@H](C)Oc2ccc(NC(=O)CCCN(C)C)cc2C(=O)N([C@H](C)CO)C[C@H]1C	1.7
CN(C)C(=O)C[C@@H]1CC[C@H]2[C@@H](COc3ccc(NC(=O)C4CCOCC4)cc3C(=O)N2C)O1	3.5

(listing goes on)
SMILES,C diff HTS,Pf Dd2 growth,Tcruzi prolif,KDM4C inh
C[C@@H]1CN([C@@H](C)CO)C(=O)c2cc(NC(=O)Nc3ccc(F)cc3)ccc2O[C@H]1CN(C)Cc1ccc(C(F)(F)F)cc1,5,-2,96,0.8
O=C(NCC[C@H]1CC[C@H](NS(=O)(=O)c2ccc(Cl)cc2)[C@H](CO)O1)c1ccccc1F,-5,-12,53,-0.5
COc1ccc(S(=O)(=O)Nc2ccc3c(c2)C(=O)N([C@@H](C)CO)C[C@@H](C)[C@H](CN(C)S(=O)(=O)c2ccc(F)cc2)OCCCC[C@@H](C)O3)cc1,3,-12,108*,10.0
C[C@@H]1CN([C@@H](C)CO)S(=O)(=O)c2ccc(-c3ccccc3)cc2O[C@H]1CN(C)C(=O)Cc1ccccc1,-4,-44,nt,-1.2
Cc1ccc(-c2ccc3c(c2)O[C@H](CN(C)Cc2ccccc2)[C@H](C)CN([C@H](C)CO)S3(=O)=O)cc1,6,-4,121*,0.0
O=C(C[C@@H]1CC[C@@H]2[C@H](COC[C@H](O)CN2C(=O)Nc2ccc(Cl)c(Cl)c2)O1)NCc1ccc(Cl)cc1,-61,-4,85,-1.8
CC(C)NC(=O)N1CC(=O)N2[C@@H](CO)[C@@H](c3ccc(C#CCN(C)C)cc3)[C@@H]2C1,0,37,nt,2.1
C[C@H]1CN([C@@H](C)CO)C(=O)Cc2cc(NC(=O)Nc3cccc4ccccc34)ccc2O[C@H]1CN(C)C(=O)Nc1ccc(C(F)(F)F)cc1,-4,5,66,-0.7
CC=Cc1ccc2n(c1=O)C[C@H]1[C@H](CO)[C@@H](C(=O)NCCc3ccccc3)N(C(=O)CC)[C@@H]21 (mixture of isomers),7,5,-19,3.4
CCCNC(=O)N1C[C@@H](O)COC[C@H]2O[C@@H](CC(=O)OC)CC[C@@H]21,4&-11,15,nt,1.0
COCC(=O)Nc1ccc2c(c1)[C@@H]1C[C@H](CC(=O)N[C@H](C)c3ccccc3)O[C@H](CO)[C@@H]1O2,-9,-4,-17,-1.6
COCC#Cc1ccc2c(c1)O[C@@H](CN(C)C(C)=O)[C@@H](C)CN([C@@H](C)CO)S2(=O)=O,4,40,-47,-3.5
CO[C@H]1CN(C)C(=O)c2cc(NC(=O)NC3CCCCC3)ccc2OC[C@@H](C)NC[C@H]1C,nt,nt,32,-1.2
O=C(c1ccncc1)N1CC2(C1)[C@H](c1ccccc1)[C@@H](CO)N2CC1CCCC1,1,-15,nt,-0.5
Cc1noc(C)c1S(=O)(=O)Nc1cccc2c1O[C@H](CN(C)S(=O)(=O)c1ccc(Cl)cc1)[C@H](C)CN([C@H](C)CO)C2=O,nt,-41,41,0.9
C[C@@H]1CN([C@H](C)CO)C(=O)c2cc(NC(=O)C3CCCCC3)ccc2O[C@@H](C)CCCCO[C@@H]1CN(C)C(=O)CCC(F)(F)F,10,-59,16,7.9
CC(C)NC(=O)Nc1ccc2c(c1)CC(=O)N([C@@H](C)CO)C[C@H](C)[C@@H](CN(C)Cc1ccccc1)O2,-2,-11,4,-0.2
CC(C)NC(=O)N(C)C[C@H]1Oc2ncc(C#CCc3ccccc3)cc2C(=O)N([C@H](C)CO)C[C@@H]1C,4,-44,59,7.1
C[C@@H]1CN([C@H](C)CO)C(=O)c2cccc(NS(=O)(=O)c3ccc(Cl)cc3)c2O[C@H]1CN(C)Cc1ccncc1,0,13,24,17
CC(=O)N1[C@@H]2Cn3c(ccc(-c4ccccc4)c3=O)[C@H]1[C@@H](C(=O)NC1Cc3ccccc3C1)[C@@H]2CO,-1,3,34,-0.5
C[C@@H]1CN([C@H](C)CO)C(=O)c2cc(NS(=O)(=O)c3cccs3)ccc2O[C@H]1CN(C)Cc1ccc(C(F)(F)F)cc1,3,30,15,-1.7
COCC(=O)Nc1ccc2c(c1)[C@H]1C[C@H](CC(=O)NC3CCCC3)O[C@@H](CO)[C@H]1O2,-4,-4,nt,2.0
C[C@H]1CN([C@@H](C)CO)C(=O)c2cc(N(C)C)ccc2O[C@@H]1CN(C)Cc1ccccc1,-7,19,-7,0.0
CN1CCCCN2[C@H](C1)[C@@H](c1ccc(C#Cc3ccccc3F)cc1)[C@@H]2CO,2,-12,51,-0.8
C[C@@H]1CCCCO[C@H](CN(C)C(=O)Nc2ccccc2)[C@H](C)CN([C@H](C)CO)C(=O)c2cc(NC(=O)Nc3ccccc3)ccc2O1,0,-89*,85,-2.9
C[C@@H]1CCCCO[C@@H](CN(C)C(=O)Cc2ccccc2)[C@H](C)CN([C@H](C)CO)C(=O)c2cc(NS(=O)(=O)c3ccc(F)cc3)ccc2O1,-5,-78,84,-2.3
COCC(=O)N1CC(=O)N2[C@H](C1)[C@@H](c1ccc(-c3ccccc3F)cc1)[C@@H]2CO,-12,-16,nt,-1.1
C[C@@H]1CCCCO[C@@H](CN(C)Cc2ccc(C(F)(F)F)cc2)[C@@H](C)CN([C@H](C)CO)C(=O)c2cc(NC(=O)CCC(F)(F)F)ccc2O1,6,-31,51,-3.0
C/C=C/c1ccc([C@@H]2[C@@H](CO)N(C(C)=O)[C@@H]2CNC(=O)CC2CC2)cc1,-2,-11,?,-0.9
Cc1cccc(-c2ccc([C@@H]3[C@H](CO)N4CCCCN(S(=O)(=O)c5cccc(C)c5)C[C@@H]34)cc2)c1,40,-79,91,-1.1
O=C(C[C@@H]1CC[C@H](NC(=O)CCN2CCCCC2)[C@@H](CO)O1)Nc1nccs1,nt,4,-5,0.1
CC(=O)N(C)C[C@@H]1Oc2ncc(C#CC3(O)CCCC3)cc2C(=O)N([C@H](C)CO)C[C@H]1C,0,34,-1,0.8
CO[C@H]1CN(C)C(=O)c2ccc(NC(C)=O)cc2OC[C@H](C)N(C(=O)CN(C)C)C[C@@H]1C,-6,9,11,1.2
O=C(C[C@H]1C=C[C@@H](NC(=O)c2ccccc2)[C@@H](CO)O1)NCc1ccncn1,nt,28,-12,2.7
O=C(NC[C@@H]1[C@H](c2ccccc2)[C@H](CO)N1CC1CCCC1)c1ccncc1,30,-15,23,1.3
C[C@@H]1CN([C@@H](C)CO)C(=O)Cc2cc(N(C)C)ccc2O[C@H]1CN(C)S(=O)(=O)c1ccccc1,-1,2,15,-0.7
CCNC(=O)C[C@@H]1CC[C@H]2[C@@H](COC[C@@H](O)CN2C(=O)c2cc(Cl)cc(Cl)c2)O1,3&-7,24,nt,-1.9
Cc1noc(C)c1S(=O)(=O)N(C)C[C@H]1Oc2ccc(NC(=O)CCC(F)(F)F)cc2CC(=O)N([C@H](C)CO)C[C@@H]1C,-1,16,23,0.2
O=C(C[C@H]1C[C@@H]2c3cc(NC(=O)Nc4ccccc4F)ccc3O[C@@H]2[C@H](CO)O1)NCC1CC1,4,-1,43,0.9
COc1ccccc1C#Cc1ccc([C@@H]2[C@H](C#N)N(C(=O)C3CCCCC3)[C@H]2CO)cc1,71,-29,nt,-4.4
N#C[C@H]1[C@H](c2ccccc2-c2ccc(F)cc2)[C@@H](CO)N1C(=O)Cc1cccnc1,-2,8,nt,-3.4
C[C@@H]1CN([C@H](C)CO)C(=O)c2cc(NC(=O)c3ccncc3)ccc2O[C@@H](C)CCCCO[C@@H]1CN(C)S(=O)(=O)c1cccs1,nt,-17,nt,0.4
O=C(C[C@H]1C[C@H]2c3cc(NC(=O)c4cccnc4)ccc3O[C@H]2[C@@H](CO)O1)NCc1cc(F)ccc1F,-9,11,-7,-0.1
C[C@@H]1CN([C@H](C)CO)S(=O)(=O)c2ccc(C#CCN(C)C)cc2O[C@@H]1CN(C)Cc1ccccn1,-5,-18,75,4.6
O=C([C@H]1[C@H](CO)[C@H]2Cn3c(cccc3=O)[C@H]2N1Cc1cocn1)N1CCC(Cc2ccccc2)CC1,-5,nt,-12,3.6

Compound profiles, from the list above. Order of values: C diff HTS	Pf Dd2 growth	Tcruzi prolif	KDM4C inh
CO[C@H]1CN(C)C(=O)c2ccc(NC(C)=O)cc2OC[C@H](C)N(C(=O)CN(C)C)C[C@@H]1C is listed with -6	9	11	1.2
O=C(C[C@H]1C[C@H]2c3cc(NC(=O)c4cccnc4)ccc3O[C@H]2[C@@H](CO)O1)NCc1cc(F)ccc1F is listed with -9	11	-7	-0.1

(next part)
SMILES,C diff HTS,Pf Dd2 growth,Tcruzi prolif,KDM4C inh
O=C(NC[C@@H]1CC[C@@H]2[C@@H](CN2S(=O)(=O)c2ccccc2)O1)NC1CCCCC1,-5,5,nt,nt
CN(C)C(=O)[C@@H]1[C@@H](CO)[C@@H]2Cn3c(ccc(C4=CCCC4)c3=O)[C@H]1N2CC1CCCC1,2,28,nt,0.0
C[C@H](CO)N1C[C@H](C)[C@H](CN(C)S(=O)(=O)c2ccccc2)Oc2c(NC(=O)Nc3ccc4c(c3)OCO4)cccc2C1=O,-2,5,33,2.9
C[C@H](NC(=O)C[C@H]1C[C@H]2c3cc(N(C)C)ccc3O[C@H]2[C@@H](CO)O1)c1ccccc1,-7,29,21,3.7
O=C(C[C@@H]1C=C[C@H](NC(=O)CC2CC2)[C@H](CO)O1)NCC(F)(F)F,14,2,43,-0.2
C[C@@H]1CCCCO[C@@H](CN(C)S(=O)(=O)c2ccc(F)cc2)[C@@H](C)CN([C@H](C)CO)C(=O)c2cc(NC(=O)NC3CCCCC3)ccc2O1,19,-72,36,-0.5
O=C(C1CCOCC1)N1CC(=O)N2[C@@H](CO)[C@H](c3ccc(-c4cccnc4)cc3)[C@@H]2C1,-6,18,nt,0.6
